Compound activity as filed in PubChem BioAssay.
CHT allo act: human CHT allosteric activation | CHT-expressing cells, membrane potential dye, choline EC20; stronger effect = higher value; LV-AA mutant CHT in HEK293 cells | B-score at 10 µM | 0.49% of 310,000 active | AID 488977;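 active = initial fluorescence not abnormally high and integrated response B-score, plate-corrected, over 3 SD above library mean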
Target sequence (Q9GZV3 whole entry, looked up): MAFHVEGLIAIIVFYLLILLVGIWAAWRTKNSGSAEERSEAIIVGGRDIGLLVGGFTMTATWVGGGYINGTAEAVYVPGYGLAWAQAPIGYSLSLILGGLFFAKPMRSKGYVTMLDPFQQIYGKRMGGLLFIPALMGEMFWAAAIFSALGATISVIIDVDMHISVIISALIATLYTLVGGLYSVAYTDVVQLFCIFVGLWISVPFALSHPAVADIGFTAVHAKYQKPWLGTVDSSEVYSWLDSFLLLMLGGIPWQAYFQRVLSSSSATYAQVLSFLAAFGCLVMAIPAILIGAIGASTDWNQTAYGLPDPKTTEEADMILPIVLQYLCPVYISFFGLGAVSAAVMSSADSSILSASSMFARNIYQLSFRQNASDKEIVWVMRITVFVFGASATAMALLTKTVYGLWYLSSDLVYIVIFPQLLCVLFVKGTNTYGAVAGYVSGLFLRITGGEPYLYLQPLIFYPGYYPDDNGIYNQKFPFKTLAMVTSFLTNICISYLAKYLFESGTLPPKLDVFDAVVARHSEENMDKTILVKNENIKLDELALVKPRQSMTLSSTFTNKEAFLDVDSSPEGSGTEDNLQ
OX1R antag: antagonists of human orexin 1 receptor; 0.43% of 330,000 active; O43613; inhibition, % at 5 µM; CHO/OX1R cells, Fluo-8 calcium fluorescence, orexin A;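 active = inhibition above its plate's threshold, mean inhibition of all tested compounds on the plate plus 3 SD, cut at about 37% in these data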;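 also: 0% = orexin A challenge wells and 100% = SB-334867-A antagonist wells; not every result past the cut was called active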
Target sequence (O43613 whole entry, looked up): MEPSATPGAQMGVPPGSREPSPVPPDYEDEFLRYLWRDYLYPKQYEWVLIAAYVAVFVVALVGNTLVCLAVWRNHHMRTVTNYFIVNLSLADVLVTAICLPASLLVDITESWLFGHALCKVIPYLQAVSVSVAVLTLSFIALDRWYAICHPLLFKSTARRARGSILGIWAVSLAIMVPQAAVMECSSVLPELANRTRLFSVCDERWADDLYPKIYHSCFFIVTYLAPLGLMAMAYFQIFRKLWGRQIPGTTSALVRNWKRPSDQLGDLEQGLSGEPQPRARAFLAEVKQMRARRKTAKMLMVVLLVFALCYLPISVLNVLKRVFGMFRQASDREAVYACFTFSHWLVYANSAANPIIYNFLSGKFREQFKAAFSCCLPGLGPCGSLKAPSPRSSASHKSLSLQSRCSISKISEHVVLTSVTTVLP
Starred values were filed as active, the others as inactive; i = inactive; x = no result given. This is a random part of the collection; 0.8% or so of the library scored in one or more.

canonical_smiles	CHT allo act	OX1R antag
Cc1csc2ncnc(NCCc3ccccn3)c12	i	2
CCOC(=O)C(C)(C)Sc1nc2c(cnn2-c2ccc(C)cc2)c(=O)[nH]1	i	-20
O=C(NCCc1c[nH]c2ccc(Cl)cc12)c1ccc([N+](=O)[O-])cc1	i	-14
CCc1nc2scc(-c3cccs3)c2c(=O)o1	i	9
CCOC(=O)C1(Cc2ccc(Cl)cc2)CCN(C(=O)CCc2cnccn2)CC1	i	-18
NS(=O)(=O)c1ccc(NC(=O)Nc2cccc(Cl)c2)cc1	i	-3
O=C1CCCN1c1ccc(S(=O)(=O)Oc2ccc(Cl)cc2)cc1[N+](=O)[O-]	i	8
CCOc1nc(-c2ccccc2)ccc1-c1noc(COC)n1	i	-29

Later entries:
canonical_smiles	CHT allo act	OX1R antag
Cc1nc(CC(=O)NNS(=O)(=O)c2ccc(F)c(Cl)c2)cs1	i	2
CCN(CC)S(=O)(=O)c1ccc(C)c(NC(=O)Cc2ccc(S(=O)(=O)N3CCOCC3)s2)c1	i	-24
COc1ccc(/C=N/NC(=O)CN(C)C(=O)OCc2ccccc2)cc1OC	i	-21
Cc1ccc(NC(=O)C2CCC(=O)N2)cc1C (stereo not given)	i	-21
CCn1c2ccccc2c2cc(C3C(C#N)=C(C)NC(C)=C3C#N)ccc21	i	3
CC(=O)Oc1ccc(-c2cccc(C(=O)N3CCCCC3)c2)cc1	i	3
O=C(Cn1ccc2cc(S(=O)(=O)N3CCCC3)ccc21)NCc1ccccc1	i	-25
CC(=O)Nc1ccc(OCc2nnc(-c3ccc(Cl)cc3)o2)cc1	i	-10

The results go on:
canonical_smiles	CHT allo act	OX1R antag
CN(C)NC(=O)c1ccc([N+](=O)[O-])s1	i	-19
O=C(NCc1cccc(F)c1)c1cccc(OC2CCN(C(=O)C3CC3)CC2)c1	i	x
CCCn1cc(S(=O)(=O)c2ccccc2)c(=O)c2cc(CC)ccc21	i	-14
Cc1cccc(-c2cc(=O)c(C(=O)O)cn2-c2ccc(F)cc2F)c1	i	5
CC(C)CCN1CC(C(=O)NCCC2=CCCCC2)CC1=O (stereo not given)	i	15
CCCCNC(=O)NS(=O)(=O)c1cnccc1Sc1ccc(Cl)cc1	i	-15
COc1ccc(/C(C)=N/NC(=O)Cn2nc([N+](=O)[O-])cc2C)cc1	i	-2
COc1ccc(-c2cccc(C(=O)Nc3cccc(C(=O)O)c3)c2)cc1	i	1

Other structures:
canonical_smiles	CHT allo act	OX1R antag
C/C(=C\c1ccccc1)C(=O)NCCCn1ccnc1	i	-7
CCCOc1c(Cl)cc(C(=O)Nc2ccc3c(c2)OCO3)cc1OCC	i	-10
CCOc1ccc(NS(=O)(=O)c2ccc(C(=O)NC3CCC(O)CC3)cc2)cc1 (stereo not given)	i	-25
Cc1cc(NC(=O)c2c(Cl)cccc2Cl)no1	i	-10
CCCCn1cc([N+](=O)[O-])nc1C	i	-19
CCNC(=O)N(C)C[C@H]1N[C@@](C)(C(=O)OC)[C@H]2C(=O)N(C)C(=O)[C@@H]12	x	14
COC(=O)c1c(NC(C)=O)sc(C(=O)Nc2ccccc2C)c1C	i	-14
O=S(=O)(CCN1CCOCC1)c1ccccc1	i	x

(more compounds)
canonical_smiles	CHT allo act	OX1R antag
CCCCN(Cc1cccs1)S(=O)(=O)c1csc(C(N)=O)c1	i	-15
Cc1c(Cl)cnc(NC(=O)COC(=O)c2ccncc2)c1Cl	x	-24
O=C(COc1ccc(F)cc1F)N1CCCCCCC1	i	-19
COCCNC(=O)CN(C(=O)CCC(=O)Nc1ccccn1)c1ccc(C)cc1	i	-12
Cc1ccc(NC(=O)C(C)Oc2ccccc2)cc1S(=O)(=O)N1CCCCCC1 (stereo not given)	x	-10
CC1CN(C(=O)CSc2nnc(CNC(=O)c3ccc(S(=O)(=O)N(C)C)cc3)o2)CC(C)O1 (stereo not given)	i	6
CC(=O)Nc1ccc(S(=O)(=O)N2CCSC2c2ccccc2Cl)cc1 (stereo not given)	i	26
Cc1ccc(C(=O)c2ccc([N+](=O)[O-])cc2)cc1	i	-24

Next records follow.
canonical_smiles	CHT allo act	OX1R antag
Cc1ccccc1/C=N/NC(=O)Cn1nnc(N)n1	i	2
COCCN(C(=O)c1ccccc1Oc1ccccc1)c1c(N)n(CC(C)C)c(=O)[nH]c1=O	x	-16
O=C(CN1C(=O)NC(Cc2ccccc2)C1=O)Nc1ccccc1 (stereo not given)	i	-19
Cc1nn(-c2ccccc2)c(N)c1Sc1ccc([N+](=O)[O-])cc1	6.9*	-11
Cc1ccc(C2NC(=O)CCC2[N+](=O)[O-])cc1 (stereo not given)	i	-15
COC(=O)c1ccc(NC(=O)c2cc[n+]([O-])cc2)cc1	i	-10
Cn1c(/C=C/c2ccccc2)nc2ccccc2c1=O	i	-46
CCN=c1sc(C(=O)NCCc2ccccc2)cc(=O)n1CC	i	-16

(more compounds)
canonical_smiles	CHT allo act	OX1R antag
Cc1ccc(-n2nnnc2SCC(=O)c2ccc3c(c2)NC(=O)CO3)c(C)c1	i	-17
Cc1cc(NC(=O)CSCC(=O)NC(C)c2ccccc2)no1 (stereo not given)	x	-4
O=C(OCc1cnc(Cl)s1)c1cccc(Cl)c1Cl	i	-21
Cc1ccc(C)c(SCc2nc3sc(C(=O)O)c(C)c3c(=O)[nH]2)c1	i	-4
O=[N+]([O-])c1cc(Br)c(OCc2nnc(-c3ccccc3)o2)c(Br)c1	i	-22
CC(C(=O)NCC1CCCCC1)N(C)Cc1ccc(Cl)cc1 (stereo not given)	i	-15
O=C(NCc1cccnc1)c1cccc(Cl)c1	i	2
O=S1(=O)N=C(N2CCN(c3ccc(F)cc3)CC2)c2ccccc21	i	-22

(listing goes on)
canonical_smiles	CHT allo act	OX1R antag
CSc1ccc(CN2CCC(n3nccc3NC(=O)c3ccccc3C)CC2)cc1	i	-29
OC(COCc1ccccc1)CN1CCCC1 (stereo not given)	i	-10
CC(C)(C)NC(=O)C(OC(=O)c1cccs1)c1ccccc1 (stereo not given)	i	-11
COCCN(C(=O)CNC(=O)c1ccco1)C(C(=O)NC1CCCC1)c1ccc(F)cc1 (stereo not given)	i	-13
CN(Cc1nc2ccccc2c(=O)[nH]1)C(=O)C1CC(=O)N(c2cccc3ccccc23)C1 (stereo not given)	x	-20
Cc1onc(-c2ccccc2)c1C(=O)Nc1sc2c(c1C#N)CCC(C)C2 (stereo not given)	i	-27
O=C(CNC(=O)c1ccccc1F)N/N=C/c1cc(Br)ccc1OCc1ccccc1	i	-15
COc1ccc(S(=O)(=O)NC(Cc2ccccc2)C(=O)O)cc1 (stereo not given)	i	-14

Remaining list, next part
canonical_smiles	CHT allo act	OX1R antag
O=C(Nc1cc(C(=O)N2CCCC2)ccc1N1CCCC1)c1ccccc1	i	-26
NC1=NC(=O)CC(C(=O)NCCc2ccccc2)S1 (stereo not given)	i	3
COc1ccc(Nc2nc(C(=O)NCc3ccco3)cs2)cc1	i	-5
Cc1ccc(S(C)(=O)=NC(=O)NC(=O)c2c(F)cccc2Cl)cc1 (stereo not given)	i	3
CCN(CC)S(=O)(=O)c1ccc(C)c(NC(=O)CN2CCN(C)CC2)c1	i	-11
CN(c1ccccc1)S(=O)(=O)c1cccc(NC(=O)Nc2ccc(Cl)cc2C#N)c1	i	-22
CCN(CC)S(=O)(=O)c1ccc2c(c1)c(=O)c(C(=O)N1CCOCC1)cn2C	i	-12
COc1cc(C)ccc1OCCCCN1CC(C)OC(C)C1 (stereo not given)	i	-23

(list continues)
canonical_smiles	CHT allo act	OX1R antag
N#Cc1cn(-c2ccccc2)nc1-c1ccc2c(c1)OCCO2	i	-23
O=C1CC(c2ccccc2Br)c2cc3c(cc2N1)CCC3 (stereo not given)	i	-19
COC(=O)c1cnn(C(=O)c2cc(OC)ccc2Br)c1N	i	1
O=Cc1c(Cl)nc2ccccn2c1=O	i	-7
N#Cc1ccccc1OCC(=O)OCC(=O)NC1CC1	x	26
Cc1c(CCC(=O)O)c(=O)oc2c(C)c3occ(-c4ccc(Cl)cc4)c3cc12	i	x
CC(=O)c1sc(-c2ccccn2)nc1C	i	-15
COc1ccc(S(=O)(=O)NCc2cccnc2)cc1NC(=O)c1ccc(Cl)cc1	i	-25

(continued)
canonical_smiles	CHT allo act	OX1R antag
COc1ccccc1-c1noc(Cn2cc(S(=O)(=O)N3CCCC3)ccc2=O)n1	x	-12
Cc1cc(C)n(CC(=O)NNC(=O)CC(C)c2ccccc2)n1 (stereo not given)	x	-7
CCOC(=O)C1CCN(C(=O)c2cccc(N3C(=O)NC4CC3(C)Oc3ccc(C)cc34)c2)CC1 (stereo not given)	i	-45
O=C1N=C(N2CCOCC2)S/C1=C\c1ccc(OS(=O)(=O)c2ccccc2)cc1	i	-33
CC1Oc2ccccc2N(CC(=O)Nc2ccc(F)cc2)C1=O (stereo not given)	i	-17
C=C(C)Cn1c(SCCCO)nc2c1c(=O)[nH]c(=O)n2C	i	-9
COc1ccc(OC)c(NC(=O)CCNS(=O)(=O)c2cccc3nsnc23)c1	i	-25
CCOC(=O)N1CCN(S(=O)(=O)c2ccc(C(=O)N(CCN(C)C)c3nc4ccc(Cl)cc4s3)cc2)CC1	i	-10

Further compounds follow:
canonical_smiles	CHT allo act	OX1R antag
COc1ccc(S(=O)(=O)NC2CC(C)(C)NC(C)(C)C2)cc1	i	-9
CSc1cccc(NC(=S)N(CCN(C)C)C(C)c2ccncc2)c1 (stereo not given)	i	-6
CS(=O)(=O)Nc1ccc(C2=NN(C(=O)c3ccco3)C(c3cccc(F)c3)C2)cc1 (stereo not given)	i	-27
Oc1c(C(c2cccs2)N2CCN(c3ccc(F)cc3)CC2)sc2ncnn12 (stereo not given)	i	-11
Cc1c(C(=O)NN)nc2ccccn12	i	-21
O=C1NCCOC(=O)[C@H](Cc2ccc(F)cc2)C/C=C\C[C@@H]1CC(=O)N(CCO)Cc1ccccc1	x	-29
COc1ccc(N(C(C)C(=O)N2CCCC2)S(C)(=O)=O)cc1 (stereo not given)	i	-9
CC(C(c1cccs1)c1c(N)n(C)c(=O)n(C)c1=O)[N+](=O)[O-] (stereo not given)	i	-12

Other records
canonical_smiles	CHT allo act	OX1R antag
COC(=O)c1sccc1NC(=O)Nc1ccc(F)cc1F	i	-13
CCS(=O)(=O)c1nn2c(N)c(/C=C3/C=CC(=O)C(OC)=C3)c(=O)nc2s1	i	-11
CC(C)c1ccc(CCNC(=O)CSC(=S)N2CCCC2)cc1	i	-30
CCc1ccc(CNC(=O)CCCn2nc(C)n3ccnc3c2=O)cc1	i	-25
C=CCn1c(SCC(=O)NC2CC2)nnc1C1CC1	i	-7
CN(C)N1C(N)=C(C#N)C(c2ccccc2F)C2=C1CC(C)(C)CC2=O (stereo not given)	i	8
CCc1ccc(NC(=O)C(CC)Sc2nc3ccsc3c(=O)n2CCC(=O)O)cc1 (stereo not given)	i	-8
NS(=O)(=O)c1ccc(CNC(=O)NC23CC4CC(CC(C4)C2)C3)cc1	i	-10

Next part.
canonical_smiles	CHT allo act	OX1R antag
COC(=O)c1cc(OC)c(OC)cc1NC(=O)c1c(-c2ccccc2)noc1C	i	-25
CC1CC(N(C(=O)c2ccco2)c2ccccc2)c2ccccc2N1C(=O)c1ccco1 (stereo not given)	i	-40
C/C(=N\NC(=O)c1ccncc1)c1cc2ccccc2oc1=O	i	-6
Fc1ccc(CSc2ncnc3scc(-c4ccccc4)c23)cc1	i	-14
C[C@H]1CC[C@@]2(O[C@@H](CCO)C[C@@H](O)[C@@H]2O)O1	i	-8
COc1ccc(N2CCN(C(c3ccc4ncccc4c3)c3nnnn3C(C)C)CC2)cc1 (stereo not given)	i	-21
COc1ccccc1N(CC(=O)NC1CCCC1)C(=O)c1csnn1	i	-16
CN(c1ccccc1)c1nc(N)c([N+](=O)[O-])c(N2CCCCCC2)n1	i	-5

Other structures:
canonical_smiles	CHT allo act	OX1R antag
COc1ccc(CC(NC(C)=O)C(=O)NC2CCN(c3c(Cc4ccccc4)c(C)nc4ncnn34)CC2)c(OC)c1 (stereo not given)	i	-3
COc1ccc2[nH]c3c(c2c1)CCN1C(=O)C(CC(=O)NCc2ccc(OC)c(OC)c2)C[C@H](C(=O)N2CCOCC2)[C@@]31C (stereo not given in full)	x	-17
CC(O)C(NS(=O)(=O)c1ccc(Cl)cc1)C(=O)OCC(=O)Nc1cccnc1Cl (stereo not given)	i	-13
CCOC(=O)c1cnn(-c2ncnc3sc4c(c23)CCC4)c1N	i	-13
O=C(Cc1c(F)cccc1Cl)Nc1ccc(S(=O)(=O)Nc2nccs2)cc1	i	-2
O=C(NC1(C(F)(F)F)C(=O)Nc2c1c(=O)[nH]c(=O)n2-c1ccccc1)c1ccncc1 (stereo not given)	i	-15
CCN(CC)C(=O)Cn1cc(S(=O)(=O)CC(=O)N2CCCCCC2)c2ccccc21	i	-16
CCCCn1c(N)c(N(CC(C)C)C(=O)C2CCN(S(=O)(=O)c3ccc(OCC)cc3)CC2)c(=O)[nH]c1=O	i	-22
COc1ccc(C/C(N)=N/n2cnnc2)cc1Cl	i	1
